Screening results deposited in PubChem by Emory University Molecular Libraries Screening Center.
EP2 antag – EP2 receptor (human) inhibition; AID 1422; inhibition, % at 25 µM; C6 glioma cells expressing human EP2, cAMP TR-FRET; cells stimulated with saturating PGE2; P43116; hit rate 0.52% among 260,000;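 active = percent inhibition above 40 after rounding to a whole number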;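 also: rat C6 glioma host cells with rolipram phosphodiesterase inhibitor present; the protocol text gives 20 µM as final concentration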
Target sequence (P43116 whole entry, looked up): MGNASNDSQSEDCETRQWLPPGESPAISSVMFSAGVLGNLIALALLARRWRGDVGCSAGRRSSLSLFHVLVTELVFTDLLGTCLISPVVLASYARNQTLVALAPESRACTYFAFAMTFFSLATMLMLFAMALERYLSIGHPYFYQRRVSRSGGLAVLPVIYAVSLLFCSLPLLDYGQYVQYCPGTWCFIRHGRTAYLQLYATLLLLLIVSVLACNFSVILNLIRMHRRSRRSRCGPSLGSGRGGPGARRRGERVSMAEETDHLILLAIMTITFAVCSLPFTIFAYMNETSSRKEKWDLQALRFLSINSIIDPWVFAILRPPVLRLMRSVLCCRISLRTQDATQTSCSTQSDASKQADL
* marks the source's active call; other numbers are inactive results; & = joins results of further samples.

SMILES	EP2 antag
COc1cc(S(=O)(=O)N2CCN(C)CC2)ccc1F	7
O=C(Cn1nc(-c2cccs2)n(-c2ccncc2)c1=O)N1CCCCC1	5
CCC(c1nnnn1C(C)(C)CC)N(Cc1ccc(C)cc1)Cc1cc2cc(OC)ccc2[nH]c1=O (stereo unspecified)	14
CCN1CCCC1CN(Cc1cc2c(C)cc(C)cc2[nH]c1=O)C(=O)Nc1ccccc1 (stereo unspecified)	4
Cc1nc2sc3c(c2c2nnc(SCc4ccccn4)n12)CCCC3	8
Cc1cc2c(cc3c(=O)n(CC(=O)N4CCCCCC4)nc(C)n32)o1	5
c1ccc(NCc2ccncc2)cc1	10
COc1ccc(-n2c(COc3cccc(C)c3)nnc2SCC(=O)O)cc1	17
Cc1ccc(O)c([C@H](CCN(C(C)C)C(C)C)c2ccccc2)c1	11
CCOc1ccc(NC(=O)c2c(N)n(C)c(=O)[nH]c2=O)cc1	2
O=C(NCc1ccncc1)c1cn(Cc2ccc(F)cc2)nn1	8
CN(C)CCn1nc(-c2nccc3ccccc23)oc1=O	11
CCN(CC)C(=O)CSc1nc2ccccc2c(=O)n1-c1ccccc1	7
COc1ccc(/C(O)=C2/C(=O)C(=O)N(C)C2c2ccccc2Cl)cc1OC (stereo unspecified)	16
C=Cn1ncc(CN2CCCN(c3cccc(OC)c3)CC2)c1C	6
Cn1c(SCC(=O)NCc2ccccc2)nnc1-c1ccco1	10
CCCNC(=O)N1CCn2c(nc(-c3ccc(OC)c(OC)c3)c2NC(C)(C)C)C1	0
COc1cccc2cc(C(=O)Nc3ccc(-n4cnnn4)c(C)c3)c(=O)oc12	9
CCN1CCN(C(c2cccc(OC)c2OC)c2nnnn2C(C)(C)C)CC1 (stereo unspecified)	9
O=C(COc1ccccc1)Nc1ccc(N2CCOCC2)c(Cl)c1	9
CCC(C)(C)NC(=O)Cn1nc(-c2ccc(C)o2)cc(N)c1=O	4
O=C(CCC1CCCCC1)Nc1ccc(Cl)cn1	5
CC(C)C(c1nnnn1C1CCCC1)N(Cc1cccnc1)Cc1ccco1 (stereo unspecified)	3
Cc1ccc(-n2nnnc2SCC(N)=O)cc1C	13
COc1ccccc1N1CCN(C(c2ccccc2)c2nnnn2Cc2ccc3c(c2)OCO3)CC1 (stereo unspecified)	9

The list goes on.
SMILES	EP2 antag
CC1Cc2cc(C(O)CN3CCN(c4ccccc4)CC3)ccc2O1 (stereo unspecified)	6
O=C1NC2(CCN(CC(=O)N3CCCC4CCCCC43)CC2)Oc2ccccc21 (stereo unspecified)	11
CCn1c(CNc2ccc(F)cc2)nnc1SCC(=O)Nc1ccc(C)cc1Br	2
O=C(COC(=O)c1ccco1)Nc1ccc(F)cc1	3
CCc1nn(CC(=O)N(C)OC)c(=O)c2cc3oc(C)cc3n12	11
CCOC(=O)C(=O)Nc1nc2ccc(OC)cc2s1	8
CC(=O)c1ccc(NC(=O)CSc2ncccc2-c2nc3ccccc3[nH]2)cc1	16
C=CC(=O)N1c2ccccc2C(=C2SC(C(=O)OC)=C(C(=O)OC)S2)C(=S)C1(C)C	11
CCc1ccc2[nH]c(=O)c(CN(CCO)C(=S)NCc3ccco3)cc2c1	12
CN(C)c1ccc(NC(=O)CSc2nc3sc4c(c3c(=O)[nH]2)CCC4)cc1	11
Cc1ccc2[nH]c(=O)c(CN(CC3CCCO3)S(=O)(=O)c3ccc(F)cc3)cc2c1 (stereo unspecified)	14
CCc1ccc(N(CC(=O)NC(C)(C)C)C(=O)CNC(=O)c2cccs2)cc1	7
CC(C)(C)C(=O)Nc1ccc(S(=O)(=O)N2CCOCC2)cc1	10
CC(C)(C)c1ncc(C(=O)NCc2nc(-c3ccccc3)no2)cn1	6
CC(NC(=O)CCCSc1nc(-c2ccco2)cc(C(F)(F)F)n1)c1ccccc1 (stereo unspecified)	42*
C[C@]12C=CC(=O)C=C1CCC1C3C[C@@H](O)[C@](O)(C(=O)CO)[C@@]3(C)C[C@H](O)[C@@]12F (stereo partly specified)	11
CCc1cc2ccc(OC)cc2nc1SCC(=O)NNC(=O)c1ccc(OC)cc1	13
CC12CN3CC(C)(CN(C1)C3c1ccc(O)c(O)c1)C2 (stereo unspecified)	10
COc1ccc(C(O)CN2CCC3(CC2)CC(O)c2ccc4ccccc4c2O3)cc1 (stereo unspecified)	9
CCOc1ccccc1C1Nc2ccccc2-c2cc(C)nn21 (stereo unspecified)	13
CC(=O)OCC[C@H](C)CCC=C(C)C	11
CCc1nc2sc3c(c2c2nnc(SCC(=O)NCc4ccco4)n12)CCC(C)C3 (stereo unspecified)	8
O=C(Nc1ccc2nc(-c3ccc4nc[nH]c4c3)[nH]c2c1)c1ccco1	14
CCc1nc2sc3c(c2c2nnc(SCC(=O)N4CCOCC4)n12)CCC(C)C3 (stereo unspecified)	12
COc1ccc(OC2OC(CO)C(O)C(O)C2NC(C)=O)cc1 (stereo unspecified)	11

Some values from above.
O=C(Nc1ccc2nc(-c3ccc4nc[nH]c4c3)[nH]c2c1)c1ccco1 – EP2 antag: 14
CN(C)c1ccc(NC(=O)CSc2nc3sc4c(c3c(=O)[nH]2)CCC4)cc1 – EP2 antag: 11
COc1ccc(C(O)CN2CCC3(CC2)CC(O)c2ccc4ccccc4c2O3)cc1 (stereo unspecified) – EP2 antag: 9
CCc1cc2ccc(OC)cc2nc1SCC(=O)NNC(=O)c1ccc(OC)cc1 – EP2 antag: 13
CC(C)(C)c1ncc(C(=O)NCc2nc(-c3ccccc3)no2)cn1 – EP2 antag: 6
CCn1c(CNc2ccc(F)cc2)nnc1SCC(=O)Nc1ccc(C)cc1Br – EP2 antag: 2
CCOc1ccccc1C1Nc2ccccc2-c2cc(C)nn21 (stereo unspecified) – EP2 antag: 13

As a short view, 2 of the compounds above:
SMILES	EP2 antag
CCOC(=O)C(=O)Nc1nc2ccc(OC)cc2s1	8
CC(=O)c1ccc(NC(=O)CSc2ncccc2-c2nc3ccccc3[nH]2)cc1	16

A second format for 3 compounds above.
Molecule,EP2 antag
Cc1ccc2[nH]c(=O)c(CN(CC3CCCO3)S(=O)(=O)c3ccc(F)cc3)cc2c1 (stereo unspecified),14
CCc1ccc(N(CC(=O)NC(C)(C)C)C(=O)CNC(=O)c2cccs2)cc1,7
CC(C)(C)C(=O)Nc1ccc(S(=O)(=O)N2CCOCC2)cc1,10

(cont.)
SMILES	EP2 antag
Cc1cc(-c2cc(N)c(=O)n(CC(=O)Nc3ccc(F)cc3F)n2)c(C)o1	5
Cc1ccc(C)c(NC(=O)CCN2CCCC(C)C2)c1 (stereo unspecified)	10
CC(=O)O[C@H]1C(=O)[C@@]2(C)C([C@H](OC(=O)c3ccccc3)[C@]3(O)C[C@H](OC(=O)[C@H](O)[C@@H](NC(=O)c4ccccc4)c4ccccc4)C(C)=C1C3(C)C)[C@]1(OC(C)=O)CO[C@@H]1C[C@@H]2O (stereo partly specified)	13&14
O=C(NCCNC1CCCCCC1)c1ccco1	12
CCCC(c1nnnn1C1CCCC1)N(Cc1ccco1)Cc1cc2cc(C)cc(C)c2[nH]c1=O (stereo unspecified)	16
CCOc1ccc(OCC)c(NC(=O)CSc2nc3cc(OC)ccc3cc2C#N)c1	15
O=C(O)/C=C/C(=O)Nc1cccc2c1-c1ccccc1C2=O	17
Cc1ccc(-c2nnc(CSc3nnc4c5c6c(sc5nc(C)n34)CCCC6)o2)cc1	8
COc1ccc(CN2CCC(C(=O)NC(C)(C)C)CC2)c(OC)c1	16
CCC(NC(=O)c1cnc(SC)nc1)c1ccc(F)cc1 (stereo unspecified)	3
O=C(NC1(c2ccc3c(c2)OCO3)CCCC1)c1ccco1	7
N#CCSc1nc2c(cc1C#N)CCCCC2	8
CC1CCN(C(c2ccccc2)c2nnnn2C2CCCCC2)CC1 (stereo unspecified)	12
COc1ccc(-c2ocnc2C(=O)N2CCN(C3CCCCC3)CC2)cc1	10
C[C@@H]1c2ccccc2Cn2cc3c(c21)C(=O)c1cccc(OP(=O)(O)OCc2ccccc2)c1C3=O	42*
COc1ccccc1C1(NC(=O)c2ccc3c(c2)CCN3S(C)(=O)=O)CCCC1	7
CS(=O)(=O)n1c(=O)sc2ccccc21	1
CC(=O)c1cccc(Nc2nc(-c3ccc(O)c(O)c3)cs2)c1	14
CCc1ccc2[nH]c(=O)c(CN(Cc3cccnc3)C(=O)c3cccnc3)cc2c1	13
COC(=O)C1=C(C(=O)OC)[C@@H]2N(C)c3ccccc3[C@@]23C[C@@H](C(=O)OC)N(C(=O)c2ccco2)C3=N1	8
Nc1nc(/C=C/c2ccncc2)nc(-c2ccccc2O)n1	7
CCn1c(SCC(N)=O)nnc1-c1cccc(C)c1	8
CCOc1ccc2[nH]c(=O)c(CN(Cc3ccc(F)cc3)Cc3nnnn3CC3CCCO3)cc2c1 (stereo unspecified)	8
COc1ccc(C(c2nnnn2C2CCCC2)N2CCN(c3ccccc3)CC2)cc1OC (stereo unspecified)	7
Cc1cccc(NC(=O)Cn2cc(C(=O)C3CC3)c3ccccc32)c1C	14

Next results
SMILES	EP2 antag
CC(C)NC(=O)c1ccccc1NS(=O)(=O)c1cccs1	13
CCOc1ccccc1NC(=O)CSc1ncnc2sc3c(c12)CCC(C)C3 (stereo unspecified)	16
O=C(Nc1ccc(S(=O)(=O)N2CCCC2)cc1)c1ccccc1	8
COCCCNc1nc(-c2cccc(Cl)c2)nc2ccccc12	14
O=C(NCCc1ccccc1)[C@@H]1C=CCN1C(=O)c1cccs1	12
CC(C)c1nc(SCC(=O)NNC(=O)c2ccco2)c2c3c(sc2n1)CCCC3	16
CC(C)Oc1ccc(N2CC(C(=O)OCC(=O)Nc3ccccc3Cl)CC2=O)cc1 (stereo unspecified)	12
CCC[n+]1cccc2c3ccccc3ccc21	4
CCOc1ccccc1NC(=O)CSc1nnc(-c2ccccc2)n1C	10
CCCOc1ccc(/C=C/C(=O)Nc2ccc(N3CCOCC3)cc2)cc1OC	14
N[C@@H](Cc1cc(I)c(Oc2cc(I)c(O)c(I)c2)c(I)c1)C(=O)O	14&12
CN(C)S(=O)(=O)c1ccc(N2CCN(c3ncccn3)CC2)c(Cl)c1	8
COc1ccc(CCNC(=O)CSc2nc(-c3cccs3)cc(C(F)(F)F)n2)cc1OC	5
CCc1cccc(N(C(=O)c2csnn2)C(C(=O)NC(C)(C)C)c2cccnc2)c1 (stereo unspecified)	10
COc1ccc2oc(=O)c(C(=O)Nc3ccc(C)cc3)cc2c1	5
CC(=O)Nc1ccc(NC(=O)c2cccc(F)c2)nc1	5
CCc1ccc(OCc2nnc(SCC(=O)N3C(C)CCCC3C)n2C)cc1 (stereo unspecified)	5
CCC1(CC)C(=O)C2=C3C1[C@H](C(=O)OC)CC(C(=O)OC)C[C@H]3n1c(=O)n(-c3ccccc3)c(=O)n1[C@H]2C (stereo partly specified)	10
CCn1c(=O)c2c(nc(SCC(=O)Nc3cccc(Cl)c3C)n2C)n(C)c1=O	5
O=C(COc1ccc(Cl)cc1Cl)Nc1ccc(S(=O)(=O)N2CCOCC2)cc1	10
CCC(C)(C)NC(=O)CN(C(=O)CCC(=O)Nc1nccs1)c1ccc(OC)cc1	23
CCCc1cc(=O)[nH]c(SCC(=O)N2CCOCC2)n1	11
CCOC(=O)[C@@H](O)Cc1cnc2ccccc2n1	12
COc1ccc(-c2ccc(SCC(=O)N3C(C)CCCC3C)nn2)cc1OC (stereo unspecified)	12
COCCCn1c(=N)c(C(=O)NC(C)c2ccccc2)cc2c(=O)n3cc(C)ccc3nc21 (stereo unspecified)	5

Shown as comma-separated lines: 3 of the compounds above
Structure,EP2 antag
CCOc1ccc(OCC)c(NC(=O)CSc2nc3cc(OC)ccc3cc2C#N)c1,15
O=C(O)/C=C/C(=O)Nc1cccc2c1-c1ccccc1C2=O,17
Cc1ccc(-c2nnc(CSc3nnc4c5c6c(sc5nc(C)n34)CCCC6)o2)cc1,8

(list continues)
SMILES	EP2 antag
O=C1NC2=C(C(=O)N(CCN3CCCC3)C2)C(c2ccc(Cl)c(Cl)c2)N1 (stereo unspecified)	9
CCN1CCN(S(=O)(=O)c2ccc(OC)c(OC)c2)CC1	6
CC1(C(=O)NCc2noc(-c3ccccc3)n2)CC(c2ccccc2)=NO1 (stereo unspecified)	6
COc1ccc(NC(=O)c2ccco2)cc1NC(=O)c1cc(Cl)ccc1Cl	2
COC(=O)c1ccc(NC(=O)Cn2c(C)nc3ccccc3c2=O)cc1	14
CC(=O)c1ccc(NC(=O)COC(=O)c2ccco2)cc1	17
Cc1cccc2cc(C#N)c(SCC(=O)Nc3ccc(Cl)cc3)nc12	13
COc1cccc(C(=O)NC2CC(C)(C)NC(C)(C)C2)c1OC	20
O=C(CSc1nnc2n(CC(=O)N3CCCC3)c3ccccc3n12)Nc1ccc2c(c1)OCCO2	8
CCc1ccc2c(c1)cc(C)c1nnc(SCC(=O)N3CCCC3)n12	8
Oc1ccccc1C(Sc1nc2ccccc2s1)Sc1nc2ccccc2s1	36
Cc1cc(C)c2cc(CN(Cc3cccs3)C(=O)NC3CCCCC3)c(=O)[nH]c2c1	16
O=C(NC1(c2ccc(F)cc2)CCCC1)c1ccc(S(=O)(=O)N2CCOCC2)cc1	8
COC(=O)C(O)[C@@H]1C2(C)C(=O)[C@@H](CC3=C4CC(=O)O[C@@H](c5ccoc5)[C@]4(C)CCC32)[C@H](OC(C)=O)C1(C)C (stereo partly specified)	14
Cc1cccc(Cn2c(CCCO)nc3ccccc32)c1	8
S=C(Nc1ccccc1)NC1CC2CCCC(C1)N2C1CC1 (stereo unspecified)	15
COc1ccc(CNC(=O)C2(CC3CC(c4ccccc4)=NO3)CCN(C(=O)CCCCCBr)CC2)cc1 (stereo unspecified)	9
C=CCOC(=O)C1=C[C@H](c2ccc3c(c2)OCO3)C[C@H](OCCCCO)O1	14
CS(=O)(=O)N(CC(=O)Nc1ccc2c(c1)OCCO2)c1cccc2ccccc12	19
COC(C[C@@H]1O[C@H]1[C@H](O)[C@@H](C)OCc1ccccc1)OC	18
CC(C)NC(=O)Cn1cc(CN2CCC(O)(c3ccccc3F)CC2)c2ccccc21	9
O=C(/C=C/c1ccc(-c2nc3ccccc3s2)o1)c1cccs1	9
CC1CCN(C(=O)C2CCCN(S(=O)(=O)c3ccc(Cl)cc3)C2)CC1 (stereo unspecified)	5
CCc1ccc(-n2nnnc2SCC(=O)Nc2ccccc2N2CCOCC2)cc1	6
O=C(COc1cccc2ccccc12)Nc1ccc(CN2CCOCC2)cc1	9

An excerpt, so the mix of outcomes need not match the whole.
